# NCI-60 one-dose screen, 48 h, at 10 µM unless noted. Numbers give growth in % (100 = growth as untreated, 0 = no growth, -100 = all killed).
# NCI-H23 = NCI-H23 lung cancer; AID 1794731; 80,000 compounds, 4% hits
# HCT-15 = HCT-15 colon cancer | 82,000 compounds, 5.2% hits
# COLO 205 = COLO 205 colon cancer; 79,000 compounds, 7.3% hits; AID 1794742
# SW-620 = SW-620 colon cancer; 82,000 compounds, 5.2% hits; AID 1794795
# NCI-H522 = NCI-H522 lung cancer; 78,000 compounds, 8% hits
# NCI-H226 = NCI-H226 lung cancer; 79,000 compounds, 3.5% hits; AID 1794732
# NCI-H460 = NCI-H460 lung cancer; 82,000 compounds, 6.8% hits
# HT29 = HT29 colon cancer. 81,000 compounds, 7.4% hits. AID 1794748
# NCI-H322M = NCI-H322M lung cancer; 80,000 compounds, 2.7% hits; AID 1794733
# * = called active by the depositor; · = not tested or not shown; & = joins results of further samples. How the source made its calls: active means growth percent below 10; inactive means the rest. Not all compounds are listed (hit frequency here may not be typical).
entry	compound	NCI-H23	HCT-15	COLO 205	SW-620	NCI-H522
1	Cn1cc(C(=O)c2nc(-c3cn(C)c4ccc(Cl)cc34)no2)c2cc(Br)ccc21	87	99	100	92	82
2	CC1=C(C(=O)Nc2ccc(S(N)(=O)=O)cc2)C(c2cccc(O)c2)NC(=S)N1 (stereo unspecified)	98	97	112	103	93
3	Cc1cc([C@@H](C)Nc2ccccc2C(=O)O)c2nc(N3CCOCC3)cc(=O)n2c1	55	45	-5.5*	35	42
4	CCN(CC)CCOC(=O)c1ccc(N)cc1	98&114	99&104	117&106	103&107	91&103
5	COc1ccc(C2CNC(=O)C2)cc1OC1CCCC1 (stereo unspecified)	83	114	115	·	·
6	CC1(C)O[C@@H]2CC3C4C[C@H](F)C5=CC(=O)C=C[C@]5(C)[C@@]4(F)[C@@H](O)C[C@]3(C)[C@]2(C(=O)CO)O1 (stereo partly specified)	111	104	112	116	99
7	c1ccc2c(c1)CN[C@@H](CN(CCCCN1CCOCC1)[C@H]1CCCc3cccnc31)C2	102	71	91	87	87
8	COc1ccc2[nH]cc(-c3nc(N)nnc3-c3cn(C)c4ccccc34)c2c1	96	98	98	96	90

entry	NCI-H226	NCI-H460	HT29	NCI-H322M
1	87	93	94	90
2	95	113	108	105
3	55	23	36	40
4	149&97	103&116	106&107	113&100
5	92	108	109	107
6	66	98	102	93
7	85	83	78	86
8	90	104	109	93

# Next section:
entry	compound	NCI-H23	HCT-15	COLO 205	SW-620	NCI-H522
9	COc1ccc2[nH]cc(-c3nnc(N)nc3-c3cn(C)c4ccc(Br)cc34)c2c1	97	93	94	103	89
10	O=C(O)CCC(=O)c1ccc(-c2ccccc2)cc1	103	107	117	98	100
11	CC(=O)Nc1ccc(C(=O)/C=C/c2ccccc2)cc1	96	77	102	90	53
12	CCCCNc1ccc(C(=O)OCCN(C)C)cc1	102	108	101	111	105
13	O=C(Nc1ccc(Cl)cc1F)c1ccccc1O	17	43	98	60	11
14	C/C=C/C(=O)N(CC)c1ccccc1C	107&107	107&112	120&109	108&102	101&104
15	O=C(CCCl)NCc1ccccc1	102	86	·	101	·
16	CN1CCCN=C1COC(=O)C(O)(c1ccccc1)C1CCCCC1 (stereo unspecified)	99	106	99	113	100

entry	NCI-H226	NCI-H460	HT29	NCI-H322M
9	100	106	104	100
10	91	104	110	118
11	83	98	45	89
12	108	115	104	86
13	26	28	96	36
14	103&103	119&110	98&111	99&119
15	105	112	98	102
16	112	124	98	94

# (cont.)
entry	compound	NCI-H23	HCT-15	COLO 205	SW-620	NCI-H522
17	CC1Cc2ccccc2N1NC(=O)c1ccc(Cl)c(S(N)(=O)=O)c1 (stereo unspecified)	97	106	108	105	88
18	Cc1cccc2c1NC(=O)C2(c1ccc(O)cc1)c1ccc(O)cc1	38	49	-4.7*	103	61
19	[2H]C([2H])([2H])c1nc2c(F)cc(-c3nc(Nc4ccc(CN5CCN(C([2H])([2H])C)CC5)cn4)ncc3F)cc2n1C(C)C	52	38	·	40	57
20	CN1CCC(CNc2ccc3ncc(-c4cccc(OC(F)(F)F)c4)n3n2)CC1	-15*	-35*	-89*	-62*	-70*
21	CCCc1nc(C(C)(C)O)c(C(=O)O)n1Cc1ccc(-c2ccccc2-c2nn[nH]n2)cc1	103	101	111	99	·
22	O=C(c1ccc2nc(NS(=O)(=O)c3ccc4ccccc4c3)sc2c1)N1CCN(Cc2ccc3c(c2)OCO3)CC1	93	102	100	100	61
23	N#Cc1c(-c2ccccc2)nc(N=Nc2c(O)[nH]c3ccccc23)[nH]c1=O	106	103	115	95	90
24	O=C(O)c1ccc2ccccc2c1O	94	104	110	98	106

entry	NCI-H226	NCI-H460	HT29	NCI-H322M
17	98	111	100	95
18	25	103	79	10
19	45	51	28	47
20	-8.6*	-46*	-46*	8.3*
21	103	105	94	·
22	85	97	91	102
23	93	103	106	102
24	101	112	110	118

# (further entries)
entry	compound	NCI-H23	HCT-15	COLO 205	SW-620	NCI-H522
25	[2H]c1nc(Nc2ncc3c(C)c(C(C)=O)c(=O)n(C4CCCC4)c3n2)c([2H])c([2H])c1N1CCNCC1	66	60	42	34	77
26	O=C(/C=C/c1ccc(Cl)c(Cl)c1)c1ccc(Cl)nc1	111	95	104	82	83
27	Cc1cc2c(F)c(Oc3ncnn4cc(OC[C@@H](C)O)c(C)c34)ccc2[nH]1	92	50	86	97	90
28	Oc1ccc2c(c1)OCC1(O)Cc3cc(O)c(O)cc3C21 (stereo unspecified)	87	81	165	95	-34*
29	COC(=O)C(C)(C)C1Oc2ccc(Cl)cc2C(=O)/C1=C\NS(=O)(=O)c1ccc(C)cc1 (stereo unspecified)	101	99	118	112	91
30	Cc1c(F)cc(C(=O)NC2CC2)cc1-c1ccc(C(=O)NCC(C)(C)C)cn1	95&89	96&101	89&105	92&103	70&62
31	COc1ccc2c(c1)c(-c1nnc(N)nc1-c1c[nH]c3ccccc13)cn2C	84	61	85	92	63
32	COc1ccc(-c2ccc3c(N4CCOC[C@@H]4C)nc(N4CCOC[C@@H]4C)nc3n2)cc1CO	20	6.9*	-14*	8.3*	8.3*

entry	NCI-H226	NCI-H460	HT29	NCI-H322M
25	68	41	42	55
26	105	104	93	94
27	73	77	94	107
28	98	112	92	103
29	83	112	103	94
30	85&91	100&99	75&75	96&96
31	92	93	80	79
32	-9.7*	8.4*	6.3*	-5.3*

# (more compounds)
entry	compound	NCI-H23	HCT-15	COLO 205	SW-620	NCI-H522
33	CNC(=O)c1nn(C)c2c1C(C)(C)Cc1cnc(Nc3ccc(N4CCN(C)CC4)cc3)nc1-2	2.4*	3.1*	-80*	12	-29*
34	Cc1cc(O)c(C)c(C)c1O	101	96	111	100	97
35	C[C@@H]1CC2C3CCC4=CC(=O)C=C[C@]4(C)[C@@]3(Cl)[C@@H](O)C[C@]2(C)[C@@]1(OC(=O)c1ccco1)C(=O)CCl (stereo partly specified)	67	80	111	95	74
36	CC12CCC(=O)C=C1CCC1C2CCC2(C)C1CCC2(O)C(=O)CO (stereo unspecified)	108	101	108	111	77
37	CC(/C=C/c1ccccc1)=N\OCC(=O)Nc1ccc(Cl)cc1	92	103	106	99	74
38	CC(/C=C/c1ccc(Cl)cc1)=N\OCC(=O)O	104	99	102	105	91
39	CC(C)(O)CC(=O)NCCn1ccc2ncnc(Nc3ccc(Oc4cccc(C(F)(F)F)c4)c(Cl)c3)c21	20	12	-67*	14	-20*
40	COC(=O)[C@H](O)[C@H]1C(C)(C)[C@H](O)C2CC3=C4CC(=O)O[C@@H](c5ccoc5)[C@]4(C)CC[C@@H]3[C@@]1(C)C2=O	100	101	113	104	81

entry	NCI-H226	NCI-H460	HT29	NCI-H322M
33	12	7.5*	-16*	15
34	104	105	·	107
35	63	62	71	74
36	97	104	98	138
37	93	101	96	99
38	105	108	102	91
39	26	11	-24*	-2.7*
40	95	101	103	93

# Additional compounds
entry	compound	NCI-H23	HCT-15	COLO 205	SW-620	NCI-H522
41	CCn1cc(C(=O)O)c(=O)c2cnc(N3CCNCC3)nc21	101	94	103	109	91
42	Cn1cc(-c2nc(N)nnc2-c2c[nH]c3ccc(F)cc23)c2ccccc21	91	84	119	105	83
43	CN1CCN(c2ccc(OC(F)(F)F)c(Nc3ncc4c(n3)-c3c(c(C(N)=O)nn3CCO)CC4)c2)CC1	26	11	-15*	9.8*	-22*
44	CC(=O)CCCCn1c(=O)c2c(ncn2C)n(C)c1=O	95	112	107	110	109
45	Cc1cc(Nc2nc(N[C@@H](C)c3ncc(F)cn3)ncc2Cl)n[nH]1	70	58	44	58	68
46	O=C(O)c1cccnc1Nc1cccc(C(F)(F)F)c1	102	114	101	105	104
47	N=C(N)c1ccc(NC(=O)COCC(=O)Nc2ccc(C(=N)N)cc2)cc1	101	110	106	103	76
48	CCc1ccc(CCOc2ccc(CC3SC(=O)NC3=O)cc2)nc1 (stereo unspecified)	86	115	94	113	79

entry	NCI-H226	NCI-H460	HT29	NCI-H322M
41	104	113	100	91
42	96	94	106	100
43	58	5.8*	10	58
44	101	112	104	100
45	47	82	39	53
46	100	108	112	107
47	105	101	93	108
48	106	108	117	96

# The results go on:
entry	compound	NCI-H23	HCT-15	COLO 205	SW-620	NCI-H522
49	Brc1ccc([C@@H]2C[C@@H]3Cc4ccc5ccccc5c4N2O3)s1	78	87	114	102	78
50	Oc1cc2c(cc1O)[C@H]1c3ccc(O)c(O)c3OC[C@@]1(O)C2	103	96	101	102	40
51	CCN(CC)CCNC(C(=O)OCCC(C)C)c1ccccc1 (stereo unspecified)	93	82	·	92	53
52	COc1ccc(C2CC(c3c(O)ccc4c(C)cc(=O)oc34)=NN2c2ccc(S(N)(=O)=O)cc2)cc1 (stereo unspecified)	98	102	119	107	88
53	CCOc1cc2ncc(C#N)c(Nc3ccc(OCc4ccccn4)c(Cl)c3)c2cc1NC(=O)/C=C/CN(C)C	40	-0.3*	27	-64*	7.0*

entry	NCI-H226	NCI-H460	HT29	NCI-H322M
49	82	110	·	85
50	93	106	116	116
51	106	107	96	114
52	111	104	122	114
53	47	-62*	-55*	0.9*

# Filtered by structure: the entries above containing a COOH group (7)
entry	compound	NCI-H23	HCT-15	COLO 205	SW-620	NCI-H522
3	Cc1cc([C@@H](C)Nc2ccccc2C(=O)O)c2nc(N3CCOCC3)cc(=O)n2c1	55	45	-5.5*	35	42
10	O=C(O)CCC(=O)c1ccc(-c2ccccc2)cc1	103	107	117	98	100
21	CCCc1nc(C(C)(C)O)c(C(=O)O)n1Cc1ccc(-c2ccccc2-c2nn[nH]n2)cc1	103	101	111	99	·
24	O=C(O)c1ccc2ccccc2c1O	94	104	110	98	106
38	CC(/C=C/c1ccc(Cl)cc1)=N\OCC(=O)O	104	99	102	105	91
41	CCn1cc(C(=O)O)c(=O)c2cnc(N3CCNCC3)nc21	101	94	103	109	91
46	O=C(O)c1cccnc1Nc1cccc(C(F)(F)F)c1	102	114	101	105	104

entry	NCI-H226	NCI-H460	HT29	NCI-H322M
3	55	23	36	40
10	91	104	110	118
21	103	105	94	·
24	101	112	110	118
38	105	108	102	91
41	104	113	100	91
46	100	108	112	107

# Bioassay records as filed in PubChem BioAssay.
